Source: PubChem BioAssay
TROY NFkB inh: inhibitors of TROY-driven NF-kB signaling, primary screen, Q293 LMP1-TROYcd cells, NF-kB luciferase, uHTS; Q293 LMP1-TROYcd NF-kB luciferase reporter, 4 h; hit rate 0.98% among 360,000; inhibition, % at 10 µM;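 active = compounds whose plate-normalised and pattern-corrected inhibition of the luciferase reporter signal at the single screening dose is 50% or more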
TWEAK Fn14 block: inhibitors of TWEAK-Fn14 signaling, primary screen, luciferase reporter cells, uHTS. inhibition, % at 10 µM. TWEAK-stimulated Fn14 reporter cells, luciferase luminescence, 8 h. hit rate 2% among 360,000; in the data active = inhibition above about 50%
TRAIL sens C8: viability loss with TRAIL in NB7+C8 cells, primary screen, TRAIL sensitizer project, cell-based, ATPlite luminescence; inhibition (viability loss, TRAIL sensitization), % at 10 µM; hit rate 1% among 360,000; AID 624354, 2012;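 active = compounds causing at least 50% loss of cell viability in the single-dose screen, relative to plate controls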
COUP-TFII inh: NR2F2 transcriptional activity inhibitors, primary screen, cell-based, luciferase reporter, HEK293T, luminescence | COUP transcription factor 2 (Homo sapiens), P24468 | HEK293T NGFI-A luciferase reporter | inhibition, % at 8.6 µM | hit rate 0.7% among 370,000 | AID 686940, 2013;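 active = inhibition above a per-plate cutoff, mean inhibition of test wells between control levels plus 3 SD, cut at about 38% in these data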;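 note: cells cotransfected with COUP-TFII expression vector driving the NGFI-A reporter; 0% = median of COUP-TF2 test wells and 100% = reporter-only cells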
Target sequence (P24468 whole entry, looked up): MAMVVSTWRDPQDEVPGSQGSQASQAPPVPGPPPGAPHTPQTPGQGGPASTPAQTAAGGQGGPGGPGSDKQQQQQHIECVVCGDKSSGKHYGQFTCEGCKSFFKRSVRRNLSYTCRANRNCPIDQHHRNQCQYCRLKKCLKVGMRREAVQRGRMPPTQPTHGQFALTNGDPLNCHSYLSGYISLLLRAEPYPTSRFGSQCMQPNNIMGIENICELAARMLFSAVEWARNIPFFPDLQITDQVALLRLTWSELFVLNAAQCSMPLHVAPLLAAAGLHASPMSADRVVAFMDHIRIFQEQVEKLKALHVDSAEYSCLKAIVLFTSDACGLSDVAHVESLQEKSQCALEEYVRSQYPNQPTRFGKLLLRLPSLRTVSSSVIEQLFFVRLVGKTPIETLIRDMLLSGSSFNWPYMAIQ
LMP1 NFkB inh: EBV LMP1-driven NF-kappaB luciferase reporter inhibitors, primary screen, cell-based, luminescence, single point; inhibition, % at 12.5 µM; hit rate 0.69% among 350,000; LMP1-induced NF-kappaB luciferase reporter cells; in the data active = inhibition above about 41%;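 note: 0% = neutral control wells and 100% = reference inhibitor control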
NCOA1 inh: SRC1 coactivator transcriptional activity inhibitors, primary screen, cell-based, luminescence; Nuclear receptor coactivator 1 (Homo sapiens), Q15788; inhibition, % at 3.6 µM; hit rate 0.12% among 360,000; HEK293 GAL4-SRC1 luciferase reporter;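 active = inhibition above the campaign mean plus 3 SD, with each screening campaign given its own cutoff, cut at about 60% in these data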;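 note: 0% = DMSO treated cells and 100% = gossypol at 36 µM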
TLR9-MyD88 inh: inhibitors of TLR9-MyD88 association in cells, primary screen, cell-based, CHO, BLA complementation, fluorescence | AID 504734, 2011 | CCF4 FRET ratio | inhibition, % at 4.98 µM | hit rate 0.21% among 340,000 | Toll-like receptor 9 (Homo sapiens) + Myeloid differentiation primary response protein …;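 active = inhibition above the mean over all tested compounds plus 3 SD, cut at about 21% in these data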;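 note: 0% = DMSO only wells and 100% = clavulanate BLA inhibitor control wells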
NCOA3 inh: SRC3 coactivator transcriptional activity inhibitors, primary screen, cell-based, luminescence | hit rate 0.17% among 360,000 | HEK293 GAL4-SRC3 luciferase reporter | inhibition, % at 3.6 µM | AID 588352, 2011;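 active = inhibition above a per-campaign cutoff, the mean of all compounds plus 3 SD, cut at about 60% in these data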;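 note: 0% = DMSO-treated cells and 100% = gossypol-treated cells at 36 µM; higher means less SRC3-driven luciferase light from the GAL4 reporter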
NR5A2 inv ag: LRH-1 (NR5A2) inverse agonists, primary screen, cell-based, luminescence, HEK293T, StAR-luciferase reporter; Nuclear receptor subfamily 5 group A member 2 (Homo sapiens), O00482; LRH-1 transfected, 24 h; inhibition, % at 3.6 µM; hit rate 0.13% among 360,000; AID 602396, 2012;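 active = inhibition above the mean inhibition of all tested compounds plus 3 SD, cut at about 73% in these data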;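 note: 0% = DMSO wells and 100% = reporter-only cells lacking LRH-1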
SRC2 inh: inhibition of GAL4-SRC2 driven luciferase reporter, primary screen, SRC2 inhibitor project, cell-based, luminescence. Nuclear receptor coactivator 2 (Homo sapiens), Q15596. HEK293 GAL4-SRC2 luciferase reporter. inhibition, % at 9 µM. hit rate 0.17% among 370,000;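 active = inhibition above the mean inhibition of all tested compounds plus 3 SD, set per campaign, cut at about 52% in these data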;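 note: 0% = DMSO treated cells and 100% = cells given Gossypol at 36 µM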
NOD2-RIPK2 inh: NOD2-RIPK2 binding disruptors in cells, primary screen, fluorescence, CHO cells, BLA complementation. Receptor-interacting serine/threonine-protein kinase 2 (Homo sapiens), O43353. CCF4 ratio. inhibition, % at 4.98 µM. hit rate 0.38% among 360,000. AID 624267, 2012; in the data active = inhibition above about 21%;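 note: 0% = vehicle only and 100% = reference blocker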
Target sequence (O43353 whole entry, looked up): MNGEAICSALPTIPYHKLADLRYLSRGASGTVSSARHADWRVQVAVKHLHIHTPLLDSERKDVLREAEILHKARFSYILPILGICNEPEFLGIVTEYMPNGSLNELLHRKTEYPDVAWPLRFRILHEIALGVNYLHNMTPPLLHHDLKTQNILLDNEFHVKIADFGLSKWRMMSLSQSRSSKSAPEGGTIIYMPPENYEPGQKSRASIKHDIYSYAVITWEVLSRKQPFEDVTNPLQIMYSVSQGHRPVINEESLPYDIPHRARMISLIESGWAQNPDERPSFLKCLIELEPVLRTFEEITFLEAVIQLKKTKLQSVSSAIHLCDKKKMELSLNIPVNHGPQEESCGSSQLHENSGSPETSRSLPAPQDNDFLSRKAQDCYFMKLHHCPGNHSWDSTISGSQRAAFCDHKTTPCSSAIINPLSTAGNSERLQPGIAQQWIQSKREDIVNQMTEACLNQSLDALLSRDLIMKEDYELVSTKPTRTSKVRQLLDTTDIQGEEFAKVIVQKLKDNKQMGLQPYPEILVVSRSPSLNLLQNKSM
Active calls of the source: *; . = no result given. Not all compounds are listed; the hit share may differ from the screen's.

SMILES	TROY NFkB inh	TWEAK Fn14 block	TRAIL sens C8	COUP-TFII inh	LMP1 NFkB inh	NCOA1 inh	TLR9-MyD88 inh	NCOA3 inh	NR5A2 inv ag	SRC2 inh	NOD2-RIPK2 inh
COc1ccc(C(=O)Nc2ccnc(-c3cccnc3)n2)cc1	-8.1	-14.8	-4.0	9.2	-6.7	-15.2	-7.1	5.8	-2.1	21.1	2.9
CC(C)NC(=O)CN(c1cccc([N+](=O)[O-])c1)S(=O)(=O)c1ccccc1	2.3	3.0	-6.5	-12.1	-10.6	4.5	-12.5	22.2	-9.8	6.9	-14.9
CCOC(=O)c1cccc(NC(=O)CCS(=O)(=O)c2cccs2)c1	-28.3	-1.9	8.3	4.4	-16.6	-12.7	-9.3	2.5	-5.5	-3.6	-3.2
Cc1sc2nc(C3CC3)nc(N3CCN(S(=O)(=O)c4ccc(F)cc4)CC3)c2c1C	-11.7	-16.9	1.1	-1.3	-1.2	-8.1	-10.8	2.5	-30.0	-5.2	-12.1
CC(=O)c1cccc(NC(=O)c2cccc(NC(=O)c3ccco3)c2)c1	-5.1	3.8	-11.2	-10.4	-3.5	9.4	-1.4	-4.9	17.8	4.9	-12.1
COc1cc(OC)cc(C2=Cc3ccc(OC)cc3C(CC(C)=O)N2c2ccc(-c3cncnc3)cc2)c1 (stereo unspecified)	1.1	-9.2	-1.8	-5.8	.	.	.	.	24.2	-23.9	-11.7
O=C(COc1ccc(/C=N/NC(=O)c2ccccc2Br)cc1)Nc1ccccc1	-19.5	-10.4	-12.9	-11.1	-16.1	7.5	2.9	-6.1	-10.8	-15.7	6.3
COc1cc(NC(=O)c2ccc(OC)c([N+](=O)[O-])c2)ccc1NC(=O)c1cccs1	13.1	-24.6	-3.6	7.1	0.4	-0.1	-7.5	14.0	-14.3	-10.3	-8.2
O=C(NCCCN1CCC(Cc2ccccc2)CC1)c1ccc(CS(=O)c2ccccc2Cl)o1 (stereo unspecified)	7.5	3.2	-1.6	1.9	4.6	3.8	-9.0	13.6	29.4	-1.4	0.8
Cc1ccc(S(=O)(=O)NCC(=O)OCC(=O)N2N=C(c3ccc(Cl)cc3)CC2c2ccco2)cc1C (stereo unspecified)	-0.6	-9.7	20.7	-11.1	2.0	6.8	-2.6	11.4	-6.7	19.2	-3.3
Cc1ccc(NC(=O)C2C3C=CC4(O3)C2C(=O)N(CCCN2CCOCC2)C4C(=O)NC2CCCCC2)cc1Cl (stereo unspecified)	0.8	0.8	-10.7	-3.4	-4.0	-3.9	7.4	1.9	1.1	-23.0	-6.3
Cc1ccc(OCCCC(=O)Nc2nnc(C3CCCO3)s2)c(C)c1 (stereo unspecified)	-0.4	10.5	-13.0	5.9	2.3	-6.5	7.2	14.5	-10.3	-2.2	3.9
CC(CN1CCCCC1)OC(=O)Cc1ccc(Cl)cc1 (stereo unspecified)	-10.0	-4.1	-5.0	-6.2	-4.3	-10.3	3.6	-2.3	-14.6	-14.4	-4.0
O=C(COC(=O)C1CC(=O)N(Cc2ccccc2)C1)Nc1cccc([N+](=O)[O-])c1 (stereo unspecified)	25.2	-8.6	5.4	-27.9	0.1	0.4	-5.0	-10.4	1.3	-15.9	-6.4
CCOc1ccc(C(=O)N2CCN(c3cccc(C)c3C)CC2)cc1	20.0	-12.8	-10.3	18.6	4.2	-1.0	10.7	15.6	9.7	13.4	1.2
Cc1ccc(C(=O)N2CCN(S(=O)(=O)c3ccc(C)cc3)CC2)cc1	9.7	20.1	0.2	8.2	-4.1	-23.4	-11.5	9.9	25.5	11.0	0.7
O=S(=O)(/N=C(/Nc1cccc2ccccc12)c1ccccc1)c1ccccc1	-26.3	-4.3	6.6	-6.9	-11.8	-0.9	-9.2	-8.1	5.2	13.1	8.8
COc1ccc(-n2c(=O)c(CCC(=O)N(C)Cc3ccccc3C)nc3ccccc32)cc1	22.6	0.4	-5.4	12.2	2.3	1.7	1.6	2.8	-7.8	21.3	-0.2
C[C@@H]1CN([C@@H](C)CO)C(=O)c2cc(NC(=O)C3CCCCC3)ccc2O[C@@H](C)CCCCO[C@@H]1CN(C)C(=O)CCCN(C)C	-22.4	-1.6	0.3	-14.1	0.9	-19.0	-3.1	-4.3	5.5	13.5	-12.0
Cc1cccc(Nc2nnc(SCC(=O)Nc3cccc(S(=O)(=O)N4CCCCC4)c3)s2)c1	11.7	59.7*	35.8	-9.8	5.5	-47.2	-14.3	-27.3	-72.8	-10.4	-12.6
O=C(NC(=S)Nc1ccc(Cc2ccncc2)cc1)c1ccc(F)cc1	-2.5	13.4	-11.3	-17.5	-2.9	-5.5	1.3	0.9	5.3	-1.9	1.3
COC(=O)c1c(NC(=O)CSc2ncnc3[nH]ncc23)sc2c1CCC2	4.9	-8.3	-10.5	1.2	-4.3	-19.3	3.5	3.7	4.4	-26.8	-2.6
COc1cccc(CN2CCN(Cc3cccn3-c3cccnc3)CC2CCO)c1 (stereo unspecified)	-14.0	10.0	-4.1	19.6	-14.1	15.3	-5.8	20.8	14.5	4.6	-5.3
Cc1cc(SCc2ccccc2)nc(=O)[nH]1	9.0	4.7	-8.0	14.7	-4.6	-21.1	-17.6	-4.9	-9.8	-15.5	-0.3
CCN(C(C)=O)c1ccc(Oc2nc(OC)cc(OC)n2)cc1	-11.3	0.3	-4.3	-19.2	-9.2	-8.7	-3.4	4.8	6.5	2.8	1.5
COc1cc(C(=O)Nc2cc(Cl)ccc2C)c(-n2cnnn2)cc1OC	-6.1	-0.6	-0.2	-10.0	-2.2	0.9	-5.0	9.9	-4.8	-6.9	-1.1
CC(=O)OCc1cc(-c2nn(C)c(=O)c3ccccc23)ccc1C	-2.9	11.2	5.2	-15.3	1.5	0.9	-3.4	-3.9	4.9	-15.7	1.7
CCc1cc(C(=O)OC)c(NC(=O)CC2Nc3cc(C)c(C)cc3NC2=O)s1 (stereo unspecified)	12.0	4.5	-8.6	-5.7	0.1	0.9	7.8	9.8	-13.3	-5.2	-12.9
C=CCn1c2ccccc2c2nnc(SCCCn3c(=O)[nH]c4ccccc43)nc21	68.4*	59.7*	17.3	24.9	18.2	12.0	1.8	0.9	4.7	25.8	-1.1
CCn1c(SCc2nc(-c3ccccc3)no2)nc2ccccc21	2.4	-20.3	2.6	-11.3	7.1	-9.2	-8.4	-18.5	-34.3	21.3	-8.1
COc1ccccc1C(O)c1ncc(-c2cccc(C(F)(F)F)c2)[nH]1 (stereo unspecified)	6.0	8.6	-1.9	9.8	.	-36.5	.	-10.3	-33.0	-7.9	-4.4
CC(C)(C)C(=O)NC(CC(=O)O)c1ccccc1 (stereo unspecified)	5.7	-7.2	0.8	13.0	2.0	6.8	-5.4	8.3	6.5	-5.0	0.3
CCCOc1ccc(C(=O)CCN2CCN(C(=O)OCC)CC2)cc1	7.4	-4.7	0.2	1.7	2.0	-7.3	0.1	4.0	-5.9	13.4	-5.5
C=CCN1[C@@H](Cc2ccccc2)COc2cc(N3CCSCC3)ccc2S1(=O)=O	6.5	4.2	0.1	10.5	.	.	.	.	-20.3	-5.8	-12.7
O=C(CN(Cc1ccco1)C(=O)c1cc(=O)[nH]c2ccccc12)Nc1ccccc1Br	1.5	13.5	-13.8	2.5	-0.1	-16.0	2.4	4.0	12.2	1.7	6.1
CC(=O)N1CCN(c2ccccc2NC(=O)c2ccc3ccccc3c2)CC1	-26.1	38.4	-7.9	-21.3	-14.2	-7.4	7.0	-2.1	36.1	-10.1	5.4
CC(C)C[C@H]1CN(CCCC[C@@H]2CNC(=O)C(=O)N2Cc2ccccc2)C(=O)C(=O)N1Cc1ccccc1	-4.3	-5.4	-0.5	-9.3	.	.	.	.	-2.5	0.7	-9.8
O=C(N/N=C/c1ccco1)c1ccc(N2CCCC2=O)cc1	-24.7	-7.7	-2.1	7.8	-1.8	-21.8	0.2	0.7	-19.5	1.2	-5.9
CC[n+]1c(/C=C2\Sc3ccccc3N2C)ccc2cccc(C)c21	64.1*	85.0*	24.8	79.5*	-13.7	29.4	-4.3	55.1	83.6*	-55.8	16.2
Cc1[nH]c2ccc(-c3nnc(SCC(=O)NCc4ccco4)n3Cc3ccccc3)cc2c1C	.	23.1	-32.2	5.3	-7.5	13.8	-2.5	4.0	5.6	3.9	-7.7
O=C(CCCc1cccs1)N1CCN(S(=O)(=O)c2ccccc2Br)CC1	-1.8	9.9	-9.6	-5.7	-7.0	-5.3	9.2	-9.4	-9.3	33.6	6.3
Cc1ccc(-n2c(C)cc(/C=N/NC(=O)c3ccncc3)c2C)c(C)c1	-5.5	12.5	1.1	-24.5	-2.2	2.8	3.6	-1.6	13.1	-5.0	-11.3
CN(C)c1ccc(C(=O)/C=C/c2ccco2)cc1	-41.7	-9.2	54.4*	-16.5	-28.0	-82.8	4.2	-73.5	-104.0	-77.7	0.2
CC(C)NS(=O)(=O)c1ccc(CCC(=O)N2CCc3ccccc3C2)cc1	13.2	1.2	-6.8	1.7	3.4	10.5	-4.7	12.9	10.4	-21.2	-7.9
CCOC(=O)N1CCN(C(=O)CSc2ccc(-c3ccncc3)nn2)CC1	6.5	15.3	-3.5	-12.9	12.0	4.9	5.3	-2.5	2.1	14.3	-5.6
CNC(=S)N/N=C/c1ccc(C(C)C)cc1	-54.0	-14.9	7.8	-44.4	-3.9	-77.9	-6.9	-71.9	-130.8	-27.0	-5.1
COc1cccc(Nc2nnc(SCC3CCCCO3)s2)c1 (stereo unspecified)	-33.3	-18.8	1.0	-3.7	-12.1	-31.7	4.7	-12.3	-51.6	-40.1	0.8
O=c1oc2ccccc2c(O)c1C=Nc1cccnc1	-12.2	34.2	-1.5	-6.3	3.9	-21.4	-0.6	16.4	-15.1	-20.2	2.3
CCC1CCC(NC(=O)Nc2cccc(OC)c2)CC1 (stereo unspecified)	-59.7	-18.4	23.2	-43.6	-47.5	-119.8	-0.2	-75.8	-127.2	-45.6	-4.6
